NTMT1 inhibitor = inhibitors of human N-terminal methyltransferase NTMT1; Potency, µM (series often up to 114 µM), for inactives: at the top dose activity change, negative = inhibition, actives largely listed as inhibitors; 2.5% of 59,000 active; Q9BV86; NTMT1 MTase-Glo SAH luminescence, purified enzyme;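 further: potency means the concentration at half of the fitted maximal effect; plate controls were DMSO vehicle for no effect and no enzyme for full effect; nearly all actives have a fitted effect of over 65% in size; many of its hits are not listed in these tables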
Target sequence (Q9BV86 whole entry, looked up): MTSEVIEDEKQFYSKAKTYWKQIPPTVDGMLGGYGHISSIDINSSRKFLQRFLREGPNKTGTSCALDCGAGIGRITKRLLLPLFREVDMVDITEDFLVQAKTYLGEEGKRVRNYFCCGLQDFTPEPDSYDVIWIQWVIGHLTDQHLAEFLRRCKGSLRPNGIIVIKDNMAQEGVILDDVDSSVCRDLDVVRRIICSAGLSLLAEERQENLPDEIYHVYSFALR
FH mod = Identification of activators of human fumarate hydratase by quantitative high-throughput screening; FH coupled MDH/diaphorase resazurin fluorescence, 15 min; Potency, µM (titrated, usually from 79.9 µM), without a hit: at the highest dose activity change, negative = inhibition, usual class: inhibitors; 0.22% of 54,000 active; AID 1347055, 2019; further: potency means the concentration at half of the fitted maximal effect; on the % scale 0 is the no-effect control and ±100 the full control effect; the screen sought activators but most active calls are inhibition curves; nearly all actives have a fitted effect of over 45% in size
TSG101-PTAP inh = inhibitors of HIV-1 PTAP binding to human TSG101, validation; Q99816; Potency, µM (titrated, usually from 115 µM), inactives show at the top dose activity change, negative = inhibition, hits mostly inhibitors; Fluorescence polarization, FITC-PTAP peptide/Tsg101, 20 min; 44,000 tested, under 10 active; further: potency means the concentration at half of the fitted maximal effect; 0% is about no effect
Target sequence (Q99816 whole entry, looked up): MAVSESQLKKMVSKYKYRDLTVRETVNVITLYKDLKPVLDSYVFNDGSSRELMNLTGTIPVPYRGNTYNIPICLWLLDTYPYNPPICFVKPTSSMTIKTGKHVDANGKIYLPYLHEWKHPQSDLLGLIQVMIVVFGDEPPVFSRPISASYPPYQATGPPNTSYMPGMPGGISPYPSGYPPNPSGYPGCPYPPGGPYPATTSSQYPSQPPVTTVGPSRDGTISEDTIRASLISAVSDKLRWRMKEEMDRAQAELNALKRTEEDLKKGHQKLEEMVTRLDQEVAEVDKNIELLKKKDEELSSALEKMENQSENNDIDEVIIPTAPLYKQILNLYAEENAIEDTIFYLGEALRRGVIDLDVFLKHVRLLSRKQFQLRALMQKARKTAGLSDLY
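Compounds pinned into 10 uM Tsg101 binding domain, then 50 nM FITC-PTAP peptide added in pH 7.5 HEPES buffer; FP read after 20 min, room temperature. Total S+P intensity flags fluorescent compounds; active cut-off <25 µM, efficacy <60%.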
GALK inh = inhibits human galactokinase; P51570; recombinant GALK, Kinase-Glo ATP luminescence, 1 h; Potency, µM (highest dose often 57.5 µM), inactives show at the top dose activity, negative = inhibition, usual class: inhibitors; 44,000 tested, under 10 active; AID 1347072;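 further: plate controls were full GALK reaction for no effect and reaction lacking GALK for full effect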
Target sequence (P51570 whole entry, looked up): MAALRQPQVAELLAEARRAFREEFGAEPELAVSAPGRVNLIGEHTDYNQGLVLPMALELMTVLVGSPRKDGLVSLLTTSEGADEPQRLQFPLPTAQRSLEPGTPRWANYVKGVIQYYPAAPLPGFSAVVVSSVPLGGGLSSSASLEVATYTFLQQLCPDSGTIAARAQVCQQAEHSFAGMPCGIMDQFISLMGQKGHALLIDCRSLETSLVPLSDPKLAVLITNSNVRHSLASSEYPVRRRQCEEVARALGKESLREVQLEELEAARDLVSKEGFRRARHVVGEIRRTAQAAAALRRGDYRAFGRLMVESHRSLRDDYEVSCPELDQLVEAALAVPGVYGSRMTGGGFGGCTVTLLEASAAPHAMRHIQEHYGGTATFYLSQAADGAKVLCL
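5 nM GALK; 35 uM ATP; 100 uM D-galactose; 20 mM HEPES pH 8.0, 5 mM MgCl2, 60 mM NaCl, 1 mM DTT, 0.01% BSA; 1 h RT; Kinase-Glo Plus luminescence.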
p53null 32C tox = kills p53 null cells at the permissive temperature | Potency, µM (titrated, usually from 46.1 µM), inactives show at the highest dose activity change, negative = cytotoxicity, most hits filed as cytotoxic | H1299-neo p53 null cells, ATP luminescence, 24 h, 32C | 0.62% of 55,000 active | AID 903;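 further: potency means the concentration at half of the fitted maximal effect; 0% = DMSO only and -100% = full killing by 100 µM tamoxifen; nearly all actives have a fitted effect of over 55% in size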
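Cytotoxicity: H1299-neo (no p53), 32C, 24 h treatment. Concentrations up to 46 uM. Readout cellular ATP, luminescence. Normalization to DMSO basal and tamoxifen 100 uM maximal kill.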
p53null 39C tox = selectivity test: cytotoxicity in p53 null cells, nonpermissive temperature | H1299 p53-null (neo) cells, 39C, ATPlite viability, 24 h | 0.97% of 55,000 active | Potency, µM (series often up to 46.1 µM), without a hit: at the highest dose activity, negative = cell killing, actives largely listed as cytotoxic;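 further: potency means the concentration at half of the fitted maximal effect; 0% = DMSO only and -100% = full killing by 100 µM tamoxifen; nearly all actives have a fitted effect of over 50% in size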
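Cells seeded at 600/well, 37C overnight. Compound added (up to 46 uM), plates shifted to 39C for 24 hr. ATPlite added, luminescence read after 20 min at room temperature.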
B2AR arrestin ag = agonists recruiting beta-arrestin to human beta2-adrenergic receptor. Potency, µM (doses to about 46.1 µM), without a hit: at the highest dose activation, usual class: activators. 44,000 tested, under 10 active. HTLA Tango cells, beta-arrestin recruitment, luciferase luminescence, 18 h;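 further: potency means the concentration at half of the fitted maximal effect; 0% = DMSO and full agonism = EC100 isoproterenol or metaproterenol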
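Receptor–beta-arrestin recruitment read by tTA-responsive luciferase: compound titrations (up to 46 µM) incubated 18 h with Tango cells, then luminescent substrate 15 min at room temperature. Concentration-response fits classified by r2, efficacy and activity.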
The depositor's hits bear a star; ? = inconclusive; . = not tested or not shown; [ ] = another dose, or the depositor's remark. The call rests on the fitted dose curve; in most records, active means well fitted curve in the direction sought with a large enough effect; inconclusive means small, poorly fitted or top-dose-only effect, or another doubt; inactive means no such curve, though single readings can be large; an effect the other way counts as inactive or inconclusive.

1: COc1ccc(-c2cc3c(=O)n(CC(=O)Nc4cc(F)ccc4F)ccn3n2)cc1OC
2: Cc1ccc(Cn2c(=O)n(CCc3ccc(Cl)cc3)c(=O)c3ccccc32)cc1
3: CC1CCCCN1C(=O)c1ccc2c(c1)N(Cc1ccc(Cl)cc1)C(=O)c1ccccc1S2=O (centres undefined)
4: O=C(NC1CCCC1)c1ccc(CSc2nc3ccncc3n2Cc2ccc(F)cc2)cc1
5: COc1ccc(NC(=O)CCc2nc3c(C)nn(-c4ccc(C)cc4)c3n(C)c2=O)cc1
6: CCOC(=O)c1nc(Nc2ccccc2OC)c2ccccc2n1
7: CC(CNC(=O)c1cc(-c2ccccc2)n[nH]1)c1ccccc1 (centres undefined)
8: COc1ccc(NC(=O)C2CCN(S(=O)(=O)c3ccc4c(c3)CCCC(=O)N4)CC2)cc1OC
9: Cc1cc2oc(C(=O)Nc3ccc(S(N)(=O)=O)cc3)cc(=O)c2cc1C
10: CCCCc1nn2c(=O)cc(COC(=O)c3cccc(NC(=O)c4cccc(C)c4)c3)nc2s1

Screen / compound no.	1	2	3	4	5	6	7	8	9	10
NTMT1 inhibitor	15.0%	13.3%	3.5%	20.4%	3.3%	?	-0.8%	6.8%	6.0%	-7.0%
FH mod	2.7%	6.0%	?	-13.9%	29.8%	20.2%	-12.6%	-22.9%	2.6%	-10.3%
TSG101-PTAP inh	-4.6%	-0.7%	1.3%	-4.6%	-6.9%	-1.2%	-2.1%	-1.8%	0.9%	-1.5%
GALK inh	-2.5%	2.1%	8.8%	-3.2%	-0.8%	-14.4%	2.3%	-1.4%	-9.1%	0.3%
p53null 32C tox	-8.9%	8.2%	-11.6%	12.4%	0.2%	-3.7%	-0.2%	10.8%	-2.2%	-5.6%
p53null 39C tox	8.6%	12.3%	30.7%[activator]	-18.8%	-4.1%	4.2%	5.5%	-27.6%	3.8%	0.1%
B2AR arrestin ag	0.3%	0.8%	0.5%	-3.5%	0.0%	0.9%	1.1%	0.1%	-0.7%	0.5%

11: CCOC(=O)c1ccc2c(c1)N(Cc1cc(C)ccc1C)C(=O)c1ccccc1S2(=O)=O
12: CCc1ccc(NC(=O)Cn2c(=O)c3cccn3c3ccccc32)cc1
13: CCc1ccccc1Nc1cc(C(=O)NC2CCC(C)CC2)c2ccccc2n1 (centres undefined)
14: COc1cc(NC(=O)C2CCCN(S(=O)(=O)c3ccc4c(c3)CCCC(=O)N4)C2)cc(OC)c1 (centres undefined)
15: COC(=O)c1ccc(C2c3c(-c4ccccc4O)n[nH]c3C(=O)N2Cc2ccncc2)cc1 (centres undefined)
16: Cn1c(=O)c2nc(SCC(=O)Nc3cc(Cl)cc(Cl)c3)n(C)c2n(C)c1=O
17: Cc1ccccc1Nc1c(-c2ccc(Cl)s2)nc2c(C)cccn12
18: COc1cccc(C(=O)Nc2ccc(-c3nc4ccc(C)cc4s3)cc2)c1OC
19: Cc1cc(C(=O)Nc2ccc(-n3c(C)nc4ccccc4c3=O)cc2)ccc1[N+](=O)[O-]
20: CN(C)CCNC(=O)C(=O)NCC(c1cccnc1)N1CCN(c2ccc(F)cc2)CC1 (centres undefined)

Screen / compound no.	11	12	13	14	15	16	17	18	19	20
NTMT1 inhibitor	13.7%	-7.2%	-14.8%	6.8%	-2.4%	-14.3%	-10.0%	5.6%	7.9%	-2.3%
FH mod	-17.0%	-0.3%	-6.2%	-18.4%	-6.0%	0.4%	-26.7%	2.7%	-21.1%	-10.6%
TSG101-PTAP inh	3.2%	-2.7%	-4.0%	-5.6%	-3.2%	-4.8%	2.6%	-0.2%	1.1%	0.5%
GALK inh	1.3%	-0.9%	-0.1%	-0.5%	1.9%	1.7%	-8.9%	3.6%	4.8%	-10.6%
p53null 32C tox	18.4%	34.3%[activator]	-6.6%	-3.0%	-8.3%	-8.0%	0.6%	-8.1%	-3.6%	8.1%
p53null 39C tox	4.2%	36.0%[activator]	4.6%	?	-4.0%	24.0%	?	-3.8%	?	1.8%
B2AR arrestin ag	1.7%	3.9%	0.0%	1.8%	5.9%	-0.8%	1.1%	0.9%	-1.2%	-0.7%

Exported in markdown: entries from further up.
| item | canonical_smiles | NTMT1 inhibitor | FH mod | TSG101-PTAP inh | GALK inh | p53null 32C tox | p53null 39C tox | B2AR arrestin ag |
| --- | --- | --- | --- | --- | --- | --- | --- | --- |
| 20 | CN(C)CCNC(=O)C(=O)NCC(c1cccnc1)N1CCN(c2ccc(F)cc2)CC1 (centres undefined) | -2.3% | -10.6% | 0.5% | -10.6% | 8.1% | 1.8% | -0.7% |
| 13 | CCc1ccccc1Nc1cc(C(=O)NC2CCC(C)CC2)c2ccccc2n1 (centres undefined) | -14.8% | -6.2% | -4.0% | -0.1% | -6.6% | 4.6% | 0.0% |
| 17 | Cc1ccccc1Nc1c(-c2ccc(Cl)s2)nc2c(C)cccn12 | -10.0% | -26.7% | 2.6% | -8.9% | 0.6% | ? | 1.1% |
| 15 | COC(=O)c1ccc(C2c3c(-c4ccccc4O)n[nH]c3C(=O)N2Cc2ccncc2)cc1 (centres undefined) | -2.4% | -6.0% | -3.2% | 1.9% | -8.3% | -4.0% | 5.9% |
| 16 | Cn1c(=O)c2nc(SCC(=O)Nc3cc(Cl)cc(Cl)c3)n(C)c2n(C)c1=O | -14.3% | 0.4% | -4.8% | 1.7% | -8.0% | 24.0% | -0.8% |
| 14 | COc1cc(NC(=O)C2CCCN(S(=O)(=O)c3ccc4c(c3)CCCC(=O)N4)C2)cc(OC)c1 (centres undefined) | 6.8% | -18.4% | -5.6% | -0.5% | -3.0% | ? | 1.8% |

(list continues)
21: COC(=O)c1sccc1S(=O)(=O)N1CCN(c2ccc(C(C)=O)cc2)CC1
22: Cc1ccc(NC(=O)C(Cc2ccccc2)NS(=O)(=O)c2ccc3c(c2)CCC(=O)N3)cc1 (centres undefined)
23: CC(C)c1ccc(CNc2nc(-c3ccco3)nn2S(=O)(=O)c2ccccc2)cc1
24: Cc1ccc(OCCSc2nc3ccccc3n2CC(=O)NC(C)C)cc1
25: CCc1ccc(Nc2nc3c(S(=O)(=O)c4ccc(C)cc4)nnn3c3ccsc23)cc1
26: CCCCN(CC)CCNC(=O)Cn1c(=O)c2cccn2c2cccnc21
27: COc1ccc(CNC(=O)c2cc3cccc4c3n2CC(C)S4)c(OC)c1 (centres undefined)
28: Cc1ccn2c(Nc3ccccc3C)c(-c3ccccn3)nc2c1
29: CCOc1ccccc1NC(=O)CC1C(=O)NCCN1C(=O)c1ccc(F)cc1 (centres undefined)
30: NC(=O)CSc1nc2ccc(NC(=O)COc3ccccc3)cc2s1

Screen / compound no.	21	22	23	24	25	26	27	28	29	30
NTMT1 inhibitor	13.7%	5.0%	0.2%	-14.6%	26.5%	-1.6%	5.6%	1.5%	11.5%	19.5%
FH mod	-5.5%	2.0%	-4.7%	-15.9%	8.9%	8.5%	-12.2%	?	4.8%	-4.7%
TSG101-PTAP inh	-0.5%	-2.2%	-3.3%	-0.5%	4.2%	-4.3%	0.5%	-0.8%	-2.8%	2.9%
GALK inh	-0.1%	1.3%	5.7%	3.0%	0.0%	?	-0.5%	3.1%	2.4%	-0.1%
p53null 32C tox	-15.3%	2.2%	-5.0%	-4.9%	6.9%	-1.5%	16.9%	13.6%	.	-18.8%
p53null 39C tox	-9.6%	-4.9%	-15.5%	0.4%	-20.2%	-11.0%	-2.9%	?	.	-4.2%
B2AR arrestin ag	0.0%	0.2%	0.9%	-3.7%	-0.6%	-0.5%	8.0%	8.0%	0.0%	-3.6%

31: CCc1ccc(-n2nc(C)c3c(C)cc(=O)n(CC(=O)Nc4ccc(C)c(F)c4)c32)cc1
32: Cc1ccc2nc(N(Cc3cccnc3)C(=O)CCOc3ccccc3)sc2c1
33: Cc1ccc(Nc2c(-c3ccncc3)nc3ccc(C)cn23)cc1
34: CCOC(=O)c1cccc(NC(=O)Cn2cnc3nc4c(cc3c2=O)CCCC4)c1
35: COc1cccc(N2CCN(C(=O)c3cc4c(=O)n(Cc5ccccc5)ccc4nc3C)CC2)c1
36: O=C(C1CCC(CNS(=O)(=O)c2ccc(Br)s2)CC1)N1CCN(c2ccc(F)cc2)CC1 (centres undefined)
37: COCCNC(=O)c1[nH]c2cc(C)ccc2c1Sc1ccc(Cl)cc1
38: COc1ccc(C(=O)Nc2nnc(S(=O)(=O)N(CC(C)C)c3ccccc3)s2)cc1
39: COc1ccc(Cn2c(=O)c3oc4ccccc4c3n(Cc3ccccc3)c2=O)cc1
40: CCOc1ccc(NC(=O)C2CCCN(c3nn4cc(-c5ccc(OC)cc5)nc4s3)C2)cc1 (centres undefined)

Screen / compound no.	31	32	33	34	35	36	37	38	39	40
NTMT1 inhibitor	3.0%	-6.8%	7.0%	-3.5%	-5.5%	6.9%	-1.2%	8.7%	17.6%	1.8%
FH mod	-13.7%	1.3%	-10.4%	-5.8%	-13.2%	-17.6%	-1.0%	-0.7%	3.9%	-25.4%
TSG101-PTAP inh	1.3%	-1.9%	2.6%	-1.4%	-1.5%	-6.7%	0.4%	0.8%	1.0%	1.1%
GALK inh	-1.6%	1.3%	2.5%	-0.8%	-0.3%	1.3%	?	-13.4%	3.5%	0.4%
p53null 32C tox	12.7%	-0.7%	-1.9%	-10.8%	-3.6%	-10.8%	3.9%	-11.0%	-0.1%	?
p53null 39C tox	19.2%	-8.3%	-26.4%	8.1%	-10.8%	-10.3%	-9.1%	-11.2%	-19.4%	-8.6%
B2AR arrestin ag	-0.9%	-3.0%	-0.2%	-0.7%	0.7%	-1.2%	-2.3%	-0.4%	4.0%	-0.5%

41: Cc1ccccc1OCC(=O)NCC(c1ccc(Cl)cc1)N1CCOCC1 (centres undefined)
42: O=C(c1ccc2c(c1)N(Cc1cccc(Cl)c1)C(=O)c1ccccc1S2(=O)=O)N1CCN(c2cccc(C(F)(F)F)c2)CC1
43: O=C(Nc1cccc(Cl)c1)C1CCCN(c2nn3cc(-c4ccc(F)cc4)nc3s2)C1 (centres undefined)
44: Cc1cc(SCC(=O)Nc2ccc(Cl)cc2)nc2ccccc12
45: Cc1ccc(Cl)cc1NC(=O)CN(C)S(=O)(=O)c1ccc2c(c1)n(C)c(=O)c(=O)n2C
46: CCOC(=O)c1ccc(N2C(=O)c3n[nH]c(C)c3C2c2cccc(Br)c2)cc1 (centres undefined)

Screen / compound no.	41	42	43	44	45	46
NTMT1 inhibitor	-7.6%	7.6%	19.9%	-7.6%	-28.9%	7.6%
FH mod	-6.7%	-8.6%	-13.7%	0.2%	-10.8%	?
TSG101-PTAP inh	-2.0%	1.3%	3.7%	-0.7%	-0.9%	-4.0%
GALK inh	0.0%	2.2%	-0.1%	3.3%	7.7%	1.4%
p53null 32C tox	2.7%	24.1%	-2.5%	-10.7%	?	17.5%
p53null 39C tox	5.3%	-1.1%	-21.1%	-14.2%	-3.5%	?
B2AR arrestin ag	-3.0%	-1.1%	0.0%	-1.3%	0.0%	0.4%

The list is partial (hit frequency here may not be typical).
